Assay outcomes as filed in PubChem BioAssay.
Pin1 inh = blocks the human prolyl isomerase Pin1; Q13526; Pin1 FP peptide displacement, HiFluor488, 10 min; Potency, µM (doses to about 115 µM), for inactives: top-dose activity, negative = inhibition, most hits filed as inhibitors; 0.009% of 390,000 active; AID 504891; active = well fitted inhibition curve with a large enough effect in the polarisation, with a control signal flat, not every such curve was filed as active; inconclusive = small, poorly fitted or top-dose-only effect, or effect the other way, or a change in a side signal; inactive = no such curve, though single readings can be large or run the other way; the % refers to the polarisation; also: potency is read from the fitted curve at half-maximal effect; % is scaled to controls: 0 for no effect and ±100 for the full control effect
HP1b chromo inh = inhibitors of HP1-beta chromodomain binding to methylated histone tails; AlphaScreen HP1-beta / biotin-H3K9me3 peptide binding; Potency, µM (top dose mostly 114 µM), for the others: top-dose activity change, negative = inhibition, hits mostly inhibitors; 0.56% of 390,000 active; also: potency is read from the fitted curve at half-maximal effect; nearly all actives have a fitted effect of over 70% in size; inactives centre near 23
Target sequence (P83916 whole entry, looked up): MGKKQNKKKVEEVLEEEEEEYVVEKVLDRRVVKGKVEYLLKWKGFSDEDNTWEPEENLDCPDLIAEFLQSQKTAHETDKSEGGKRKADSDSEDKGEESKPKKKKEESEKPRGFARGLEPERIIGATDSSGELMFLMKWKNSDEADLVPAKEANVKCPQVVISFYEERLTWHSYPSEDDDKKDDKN
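HP1-beta protein (50 nM final) preincubated 30 min at room temperature with biotinylated H3(1-18)K9me3 peptide (50 nM) in PBS pH 7.4, 0.01% Tween-20, then compound added for 30 min. AlphaScreen streptavidin donor/nickel chelate acceptor beads (10 ug/mL final), 30 min dark, luminescence read.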
BAZ2B block = BAZ2B (human) inhibition; AlphaScreen BAZ2B-H3K14Ac peptide displacement; Potency, µM (top dose mostly 114 µM), for the others: top-dose activity change, negative = inhibition, hits mostly inhibitors; 4.4% of 360,000 active; AID 504333; also: potency is read from the fitted curve at half-maximal effect; % is scaled to controls: 0 for no effect and ±100 for the full control effect; nearly all actives have a fitted effect of over 60% in size
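Compounds, titrated to a top concentration of 110 uM, were incubated 30 min at room temperature with preformed BAZ2B/acetyl-K14 H3 peptide complex (50 nM each). Proximity signal was measured by AlphaScreen after 20 min with beads.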
PI4K2A block = PI4K2A (human) kinase inhibition. purified PI4K2A, ADP-Glo luminescence, 1 h; active compounds read low. 0.13% of 420,000 active. Q9BTU6. AID 1346378. activity change, negative = inhibition, % at 76.9 µM; in the data active = activity change below about -50%; inconclusive = mostly about -30% to -49%;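 also: -100% = wells without enzyme as full effect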
Target sequence (Q9BTU6 whole entry, looked up): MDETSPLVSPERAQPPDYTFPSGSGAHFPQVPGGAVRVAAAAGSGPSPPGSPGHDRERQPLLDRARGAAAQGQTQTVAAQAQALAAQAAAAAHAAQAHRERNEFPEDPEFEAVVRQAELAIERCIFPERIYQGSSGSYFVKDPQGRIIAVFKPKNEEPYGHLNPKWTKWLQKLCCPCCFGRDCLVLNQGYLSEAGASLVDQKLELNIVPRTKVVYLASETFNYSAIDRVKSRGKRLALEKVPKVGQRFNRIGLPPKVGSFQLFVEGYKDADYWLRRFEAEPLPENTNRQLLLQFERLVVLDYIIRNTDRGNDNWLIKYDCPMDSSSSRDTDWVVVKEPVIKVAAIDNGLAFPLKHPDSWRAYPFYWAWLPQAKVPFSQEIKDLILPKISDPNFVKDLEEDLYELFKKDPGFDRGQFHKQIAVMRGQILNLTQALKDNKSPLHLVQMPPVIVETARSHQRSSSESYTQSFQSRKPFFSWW
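ADP-Glo luminescence measured ADP generated by PI4K2A enzyme (4 ug/mL before mixing) with 1.2 mM PI substrate (pre-mix) and 300 microM ATP (pre-mix). Tris pH7.5 buffer with MgCl2, Triton X-100; 1 h reaction at ambient temperature.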
POLH inh = DNA polymerase eta (human) inhibition; Q9Y253; recombinant Pol eta, fluorescent DNA replication assay; Potency, µM (top dose mostly 114 µM), inactives show at the top dose activity change, negative = inhibition, usual class: inhibitors; 1.2% of 390,000 active; AID 588591; also: potency is read from the fitted curve at half-maximal effect; % is scaled to controls: 0 for no effect and ±100 for the full control effect
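Pol eta at 10 nM preincubated with compounds 15 min at room temperature; reaction started with fluorescent substrate (50 nM final) and read kinetically at 0 and 10 min.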
GLS inhibitor = glutaminase GLS (human) inhibition | O94925 | Potency, µM (series often up to 45.5 µM), for inactives: at the top dose activity change, negative = inhibition, hits mostly inhibitors | 0.21% of 410,000 active | GLS enzymatic activity, qHTS titration; also: potency is read from the fitted curve at half-maximal effect; % is scaled to controls: 0 for no effect and ±100 for the full control effect
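Two-point fluorescence kinetic (t0, 30 min RT) for hKGA; glutamate detected via glutamate oxidase–HRP–Amplex Red. Substrate: 1 mM L-glutamine solution; buffer 45 mM KH2PO4, pH 8.2.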
G9a inh = G9a (human) methyltransferase inhibition. G9a H3K9 monomethylation, AlphaScreen, 2 h. AID 504332. 8.8% of 350,000 active. Potency, µM (series often up to 102 µM), for the others: top-dose activity, negative = inhibition, actives largely listed as inhibitors. Q96KQ7; also: potency is read from the fitted curve at half-maximal effect; % is scaled to controls: 0 for no effect and ±100 for the full control effect; nearly all actives have a fitted effect of over 75% in size
Target sequence (Q96KQ7 913-1193 limits assumed): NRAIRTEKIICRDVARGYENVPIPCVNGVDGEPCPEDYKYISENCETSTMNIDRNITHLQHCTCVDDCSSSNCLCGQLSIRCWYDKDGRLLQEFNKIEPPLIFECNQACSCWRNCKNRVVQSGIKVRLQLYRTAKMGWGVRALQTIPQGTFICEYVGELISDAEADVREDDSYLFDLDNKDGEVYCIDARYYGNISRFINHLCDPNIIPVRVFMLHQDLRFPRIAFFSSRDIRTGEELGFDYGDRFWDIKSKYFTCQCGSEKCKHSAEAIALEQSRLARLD
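Using a bead-based AlphaScreen, monomethylated H3K9 product from 2 h room-temperature reactions (G9a 20 nM, peptide 500 nM, SAM 20 uM) was detected with 0.5 ug/mL rabbit anti-H3K9me1 antibody.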
Tb PGK inh = blocks T. brucei phosphoglycerate kinase; 0.043% of 380,000 active; P07378; PGK/GAPDH coupled, Kinase-Glo luminescence, 60 min; Potency, µM (top dose mostly 57.5 µM), without a hit: at the highest dose activity change, negative = inhibition, hits mostly inhibitors; also: potency is read from the fitted curve at half-maximal effect; % is scaled to controls: 0 for no effect and ±100 for the full control effect; nearly all actives have a fitted effect of over 60% in size
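Recombinant glycosomal PGK reaction used 1,3-bisphosphoglycerate generated in-well by GAPDH (100nM final) in 100mM TEA pH 7.6, 5mM MgCl2, 0.01% Tween-20. After 60 minutes at room temperature, ATP was read by Kinase-Glo Plus luminescence end-point.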
JMJD2A Tudor inh = JMJD2A Tudor domain (human) inhibition | O75164 | AlphaScreen JMJD2A-Tudor / H3K4me3 peptide binding | Potency, µM (titrated, usually from 114 µM), for the others: at the top dose activity change, negative = inhibition, most hits filed as inhibitors | 4.4% of 390,000 active; also: potency is read from the fitted curve at half-maximal effect; % is scaled to controls: 0 for no effect and ±100 for the full control effect; nearly all actives have a fitted effect of over 50% in size
Numbers without * were called inactive; i = inactive; ? = inconclusive; · = no result given; [ ] = another dose, or the depositor's remark. Unless noted, calls follow the shape of the dose curve; as a rule, active = well fitted curve in the direction sought with a large enough effect; inconclusive = small, poorly fitted or top-dose-only effect, or another doubt; inactive = no such curve, though single readings can be large; an effect the other way counts as inactive or inconclusive.

JMJD2A Tudor inh	Pin1 inh	Tb PGK inh	GLS inhibitor	HP1b chromo inh	POLH inh	molecule	G9a inh	PI4K2A block	BAZ2B block
-23%	1%	0%	-3%	2%	12%	O=C(Cn1nnc(-c2ccccc2-n2cnnn2)n1)c1ccccc1	-18%[12.7 µM]	-2	11%
-10%	1%	-1%	3%	37%	-3%	Cc1nc2ccccc2c2oc(C(=O)N3CCN(C(=O)c4ccco4)CC3)cc12	-32%[59 µM]	-7	2%
-14%	12%	-10%	27%	28%	4%	Cc1nn2c(-c3ccccc3)c(-c3ccccc3)nc2[nH]c1=O	9%[59 µM]	0	3%
-24%	?	-4%	-2%	8%	-1%	COC(=O)C(Cc1cnc(Cl)s1)(C(=O)OC)c1ccc([N+](=O)[O-])cc1	?	-9	-7%
-19%	-4%	-4%	-17%	-4%	-9%	Cc1occc1-c1nnc(SCC(=O)Nc2ccc(F)cc2)n1C	-19%	-2	7%
-12%	6%	-8%	0%	18%	2%	O=C(C[C@@H]1C/C=C/CCCC(=O)O[C@H](c2ccccc2)CNC1=O)N[C@H](CO)Cc1ccccc1	·	-5	·
-13%	-5%	i	4%	26%	-26%	CCOc1ccccc1CN1CCN(Cc2csc(C(C)=O)c2)CC1CCO (centres undefined)	·	4	4%
-8%	-13%	-5%	5%	24%	-25%	CC(C)CCN(C(=O)Nc1ccc(Cl)c(Cl)c1)C1CCN(C(C)C)CC1	-2%[59 µM]	-1	1%
-16%	-2%	-6%	5%	36%	1%	Cc1ccc2[nH]c(=O)c3cc(C(=O)NCCc4ccc(Cl)cc4)sc3c2c1	16%[59 µM]	2	0%
-11%	1%	-3%	-1%	19%	-5%	CNC(=O)CSc1nnnn1-c1ccc2c(c1)OCCO2	?	3	-7%
-16%	1%	7%	1%	48%[activator]	-10%	COc1ccc(NC(=O)Cn2nnc(C(=O)NCc3cccs3)c2N)cc1OC	23%	0	-8%
-13%	-4%	-6%	-4%	26%	-9%	CCOC(=O)C(/C(N)=N/C(=O)Nc1ccccc1)=C(\C)O	6%[12.7 µM]	-4	0%
-13%	0%	-2%	5%	13%	-3%	CCCCn1c(CCNC(=O)c2ccco2)nc2ccccc21	8%	-6	-17%
22%	2%	15%	-6%	117%[activator]	-20%	CCCc1nc(NCc2ccccc2)c(C#N)c2c1CCCC2	97%[activator]	-1	41%[activator]
-30%	?	-12%	10%	21%	-16%	COc1ccc(C(=O)N/N=C/c2cc3ccccc3[nH]c2=O)cc1	0%	2	-12%
?	18%	-13%	10%	?	40µM*	Cc1ccc(/C=C2/SC(=S)N(c3ccc(S(=O)(=O)Nc4nccs4)cc3)C2=O)cc1	·	-2	?
?	0%	-4%	-3%	22%	10%	Cc1nn(Cc2ccccc2Cl)c(C)c1NC(=O)c1nc2ncccn2n1	12%[59 µM]	-14	6%
2%	-4%	·	-1%	30%	-3%	O=c1c2ccccc2oc2nc3n(c(=O)c12)CCCS3	-6%	-11	7%
?	-4%	-1%	11%	-21%	-12%	O=C(CN1CCN(c2ccc(O)cc2)CC1)Nc1cc([N+](=O)[O-])ccc1Cl	5.6µM*	-3	?
1%	0%	-7%	-4%	17%	-20%	COc1ccccc1CNC(=O)N1CCN(S(=O)(=O)c2ccccc2)CC1	11%	3	1%
-9%	7%	-11%	-2%	29%	?	COc1ccccc1NC(=O)C1=C(C)NC(=O)NC1c1ccco1 (centres undefined)	-4%	-2	-5%
-27%	5%	0%	-2%	-13%	-4%	CCN(CC(=O)Nc1cc(Cl)ccc1C)C(=O)Cc1sc(C)nc1-c1ccc(F)cc1	-46%	1	2%
-4%[11.4 µM]	-8%	-3%	-1%	15%	-35%	O=[N+]([O-])c1ccc(Cl)c(S(=O)(=O)n2ccnc2)c1	?	-8	?
-5%	-7%	i	7%	25%	-3%	Cc1ccc(SCC(=O)NCC2CCCO2)cc1 (centres undefined)	·	-2	-6%
-9%	0%	-3%	3%	35%	-12%	Cc1ccnc(NS(=O)(=O)c2ccc(NC(=O)C(C)(C)C)cc2)n1	·	-2	-13%

Laid out differently: results already given
molecule,JMJD2A Tudor inh,Pin1 inh,Tb PGK inh,GLS inhibitor,HP1b chromo inh,POLH inh,G9a inh,PI4K2A block,BAZ2B block
COc1ccc(NC(=O)Cn2nnc(C(=O)NCc3cccs3)c2N)cc1OC,-16%,1%,7%,1%,48%[activator],-10%,23%,0,-8%
O=C(C[C@@H]1C/C=C/CCCC(=O)O[C@H](c2ccccc2)CNC1=O)N[C@H](CO)Cc1ccccc1,-12%,6%,-8%,0%,18%,2%,·,-5,·
CCOc1ccccc1CN1CCN(Cc2csc(C(C)=O)c2)CC1CCO (centres undefined),-13%,-5%,i,4%,26%,-26%,·,4,4%
COc1ccc(C(=O)N/N=C/c2cc3ccccc3[nH]c2=O)cc1,-30%,?,-12%,10%,21%,-16%,0%,2,-12%
Cc1nc2ccccc2c2oc(C(=O)N3CCN(C(=O)c4ccco4)CC3)cc12,-10%,1%,-1%,3%,37%,-3%,-32%[59 µM],-7,2%
Cc1nn2c(-c3ccccc3)c(-c3ccccc3)nc2[nH]c1=O,-14%,12%,-10%,27%,28%,4%,9%[59 µM],0,3%

Next section:
JMJD2A Tudor inh	Pin1 inh	Tb PGK inh	GLS inhibitor	HP1b chromo inh	POLH inh	molecule	G9a inh	PI4K2A block	BAZ2B block
-28%	1%	-1%	6%	14%	-15%	O=C(c1cn(-c2ccccc2)nc1-c1ccccc1)N1CCN(c2ccccn2)CC1	17%[59 µM]	0	?
4%	-7%	-6%	-5%	44%[activator]	-10%	COCCN(CCOC)S(=O)(=O)c1ccc(C(=O)Nc2ccncc2)cc1	31%[0.501 µM]	-6	-3%
9%	-3%	1%	-10%	44%[activator]	-23%	CN(Cc1ccccc1)C(=O)COC(=O)Cc1ccc(Cl)cc1	·	-4	·
5%	5%	1%	-10%	48%[activator]	-13%	COc1ccc(OC)c(S(=O)(=O)N2CCC(C(=O)N3CCOCC3)CC2)c1	?	3	-13%
-5%	-5%	3%	12%	47%[activator]	-4%	CCC(C(=O)NCCCN(CC)Cc1ccccc1)n1nc(C)c2sc3ccccc3c2c1=O (centres undefined)	2%[59 µM]	-6	-13%
-18%	-8%	15%	8%	6%	-5%	O=C(CN1C(=O)C2CCCCC2C1=O)Nc1nc2ccc(F)cc2s1 (centres undefined)	-48%[12.7 µM]	-5	2%
-14%	1%	-8%	8%	13%	1%	Cc1ccc2cc(C#N)c(SCC(=O)N3CCCc4ccccc43)nc2c1	21%[59 µM]	-3	-2%
-10%	-8%	0%	-4%	52%[activator]	-4%	Cn1c(C(=O)NCCCN2CCCC2=O)cc2c(=O)n(C)c3ccccc3c21	18%	15	-5%
-3%	8%	-1%	1%	31%	-7%	Cc1ccccc1CS(=O)(=O)Cc1ccc(C(=O)NCC2CCCO2)o1 (centres undefined)	-44%[59 µM]	0	-29%
-20%	2%	i	10%	12%	-13%	CCc1ccccc1NCC(=O)Nc1ccc(Cl)c(C(F)(F)F)c1	19%[59 µM]	2	-33%
?	?	-3%	9%	-16%	-22%	O=[N+]([O-])c1ccccc1-c1cc(-c2cc(Cl)ccc2O)n[nH]1	-5%[59 µM]	-1	?
1.6µM*	-4%	-9%	11%	45µM*	-9%	O=C(c1cccnc1)N1CCN(Cc2cccc(F)c2)CC1	3.2µM*	3	32µM*
-10%	-1%	-9%	1%	27%	-17%	NC(=O)NC(=O)COC(=O)c1cccc(S(=O)(=O)N2CCCCCC2)c1	6%[12.7 µM]	-7	0%
-15%	-4%	6%	2%	48%[activator]	-10%	O=C(NCCN1CCOCC1)c1ccc(CS(=O)(=O)c2ccc(Br)cc2)o1	·	5	·
-13%	-1%	-10%	-4%	26%	?	Cc1cc(NC(=O)CSc2nnc(-c3cccnc3)n2N)no1	?	-9	?
-18%	8%	-6%	1%	56%[activator]	-3%	O=C(Nc1nc2ccc(S(=O)(=O)N3CCCCC3)cc2s1)c1ccncc1	-6%[12.7 µM]	0	23%
-2%	2%	-9%	1%	16%	-25%	CC(C)(C)c1[nH]nc2c1C(c1ccoc1)C(C#N)=C(N)O2 (centres undefined)	7%[59 µM]	-7	-7%
-34%	17%	0%	2%	-15%	-8%	CCOC(=O)c1cc(-c2ccccc2)n(CCC(=O)NCCc2cccc(C)c2)c1C	-40%[59 µM]	-3	-14%
50µM*	-7%	-1%	-4%	?	-3%	N#CC1=C2SCN(Cc3ccccc3)CN2C(=O)CC1c1ccc2c(c1)OCO2 (centres undefined)	?	-8	50µM*
-18%	?	-2%	5%	4%	-15%	O=C1c2ccc3c4c(ccc(c24)C(=O)N1c1cccc(O)c1)CC3	-7%	0	-7%
5%	1%	-2%	5%	36%[activator]	-18%	Cc1cc(C)n(CC(=O)NNC(=O)c2ccc(NC(=O)CC#N)cc2)n1	?	1	1%
-4%	-2%	-4%	-15%	27%	10%	O=C(Nc1ccccc1)c1ccc(=O)n(Cc2cccc(Cl)c2)c1	7%	1	-10%

3 entries out of the list, sorted by heavy-atom count, rising.
JMJD2A Tudor inh	Pin1 inh	Tb PGK inh	GLS inhibitor	HP1b chromo inh	POLH inh	molecule	G9a inh	PI4K2A block	BAZ2B block
-15%	-4%	6%	2%	48%[activator]	-10%	O=C(NCCN1CCOCC1)c1ccc(CS(=O)(=O)c2ccc(Br)cc2)o1	·	5	·
-34%	17%	0%	2%	-15%	-8%	CCOC(=O)c1cc(-c2ccccc2)n(CCC(=O)NCCc2cccc(C)c2)c1C	-40%[59 µM]	-3	-14%
-5%	-5%	3%	12%	47%[activator]	-4%	CCC(C(=O)NCCCN(CC)Cc1ccccc1)n1nc(C)c2sc3ccccc3c2c1=O (centres undefined)	2%[59 µM]	-6	-13%

Not all compounds are listed. The share of hits here may be higher or lower than overall.
